H9c2 TAG inh = triacylglycerol accumulation inhibition; H9c2 cells, Nile Red lipid (TAG) fluorescence; cells loaded with 200 µM oleic acid; inhibition, % at 12.5 µM; 230,000 tested, 0.66% active; AID 651582;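 active = pattern-corrected inhibition of lipid staining of at least 50% with the nuclear-stain viability signal not falling by more than 50%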;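 also: 0% = DMSO wells and 100% = triacsin C control wells; some results filed as inactive read as strong as hits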
H9c2 TAG inh DAPI viability = second read-out of H9c2 TAG inh, no call of its own (marks repeat the call); DAPI nuclei signal change (viability), lower = more cytotoxic, %;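 whole-well DAPI fluorescence read on a plate reader as a viability signal; minus 50 percent equals half of cells still viable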
* marks the source's active call; other numbers are inactive results.

SMILES | H9c2 TAG inh | H9c2 TAG inh DAPI viability
CC(=O)OC[C@@H]1CN(Cc2ccccc2)C[C@H](n2cnc3c(N4CCOCC4)ncnc32)O1 | 6 | 1
CC1CCN(C2CC(=O)N(c3ccccc3)C2=O)CC1 (stereo not given) | 16 | -8
O=[N+]([O-])c1cc(Cl)cc(/C=N/n2cnnc2)c1O | -2 | 6
O=C1CCC(C(=O)N2CCCC(Nc3ccc(F)cc3)C2)=NN1 (stereo not given) | -5 | -7
CN(CC(=O)Nc1ccccc1Br)C(=O)c1cccn1C | 11 | -6
CC12CCC(C(=O)N(CSC(=S)N/N=C\c3ccccc3Cl)C1=O)C2(C)C (stereo not given) | -9 | 6
O=S(=O)(NC1CCCc2ccccc21)c1cnc[nH]1 (stereo not given) | -5 | -12
Cc1cc(C(=O)CN2C(=O)C(=O)N(Cc3ccccc3)C2=O)c(C)n1Cc1ccccc1 | 2 | -2
COCCNC(=O)CC(NS(=O)(=O)c1ccc(C)cc1)c1ccco1 (stereo not given) | 11 | -2
CCN1C(=O)N[C@@H](CCc2ccccc2)C(C(=O)OC)=C1C | -14 | 3
CCC(C)(C)NC(=O)C(c1cccnc1)N(CCOC)C(=O)Cn1nnc2ccccc21 (stereo not given) | -11 | 8
O=S(=O)(c1ccc2c(c1)OCCO2)N1CCC(n2cnc3cc(F)ccc32)CC1 | -4 | -1
O=C(NC(c1ccc(Cl)cc1)c1ccsc1)C1CCN(Cc2cccc(Cl)c2)CC1 (stereo not given) | 2 | -3
O=C(NC1CC1)c1cc2cc3ccccc3nc2s1 | 1 | 0
O=C1CCN(Cc2ccccc2)S(=O)(=O)c2ccccc21 | -6 | 2
CC1CC(N(C(=O)c2ccccc2Cl)c2ccccc2)c2ccccc2N1 (stereo not given) | -21 | -3
Cc1cccc(NS(=O)(=O)Cc2ccccc2)c1C | 2 | -3
c1ccc2c(c1)nc1n2CCS1 | 6 | -4
Cc1ccc(NS(=O)(=O)c2ccc(CCC(=O)NCc3cccnc3)cc2)cc1 | -8 | -1
Cc1ccc(OC(=O)CCc2c(C)nc3ncnn3c2C)cc1 | -6 | 12
CC1(C)CC(=O)C2=C(C1)N=C1SCCC(=O)N1C2c1cccc([N+](=O)[O-])c1 (stereo not given) | -11 | -2
N#Cc1cc2c(nc1Cl)CCC2 | 9 | -8
Fc1cc(Cl)ccc1Nc1nc(NCc2ccccc2)nc2ccsc12 | 6 | 3
COc1cccc(C(=O)c2c(-c3ccccc3)ncc3cc(OC)c(OC)cc23)c1 | -12 | -7
Clc1ccc(CSc2ncnc3nc[nH]c23)cc1 | -9 | 3
CC(OC(=O)CCc1nc(=O)c2ccccc2n1C)C(=O)NCc1ccc2c(c1)OCO2 (stereo not given) | -9 | 4
CCOC(=O)C1=C(C)NC(=S)NC1c1ccsc1 (stereo not given) | 4 | -2
NNC(=O)c1ccc(CSc2cccc3cccnc23)cc1 | -6 | 9
COc1ccc(/C=N\NC(=O)c2sc(N)nc2C)cc1OC | -2 | 1
COc1ccc(CN(C)C[C@H]2OCc3cnnn3CCCC(=O)N([C@H](C)CO)C[C@@H]2C)cc1 | -7 | 7
O=C1CN(c2ccccc2)C(=S)N1c1ccccc1 | 10 | -5
O=C1CCN(S(=O)(=O)c2ccc(Cl)cc2)CC1 | -10 | 5
Cc1onc(C(=O)N2CCN(Cc3ccccc3)CC2)c1[N+](=O)[O-] | 15 | -7
COCc1cccc(-c2csc(C(NC(C)=O)c3ccccc3)n2)c1 (stereo not given) | 9 | -7
O=[N+]([O-])c1ccc2cn(C3OC(CO)C(O)C3O)nc2c1 (stereo not given) | 15 | -15
CCN1CCN(c2cc(C)c3cc(NC(=S)NCCCN4CCc5ccccc5C4)ccc3n2)CC1 | 18 | 30
O=C(CSCc1ccc(F)cc1)NCc1ccc2c(c1)OCO2 | -4 | -12
COc1cc(C(=O)N2CCN(S(=O)(=O)c3cccs3)CC2)cc(OC)c1C | 13 | -10
O=C1c2ccccc2C(=O)N1OCCOCCOCCON1C(=O)c2ccccc2C1=O | -14 | 8
Cc1occc1C(=O)Nc1nnc(-c2cccs2)s1 | -2 | 9
O=C(O)c1cc([N+](=O)[O-])ccc1Oc1ccccc1 | 3 | -2
COc1ccc(NC(=O)NCCc2cccc(Cl)c2)cc1OC | 3 | 2
CCCn1cnc2c(Sc3c([N+](=O)[O-])ncn3C)nc(N)nc21 | 2 | -8
O=C1CCN(Cc2ccco2)C(=S)N1 | -6 | 0
FC(F)(F)c1cc(-c2cccs2)nc(N2CCOCC2)n1 | 12 | 1
CCc1c(C)sc(NC(=O)/C=C/C(=O)O)c1C(N)=O | 7 | -15
O=C(CSc1oc(-c2ccc(F)cc2)nc1S(=O)(=O)c1ccc(F)cc1)NCC1CCCO1 (stereo not given) | 7 | -3
CSCC(=O)Nc1cc(C)on1 | 7 | -9
Oc1ccccc1CNCCCN1CCOCC1 | 2 | -5
O=C(Cc1cccs1)Nc1cccc(C(=O)Nc2ccco2)c1 | 29 | -7
CN(C)S(=O)(=O)c1ccc(NC(=O)N2CCN(c3ccccc3Cl)CC2)cc1 | 6 | -19
CC(C)C[C@H]1C(=O)N2CCC[C@H]2[C@]2(O)O[C@](NC(=O)[C@@H]3C=C4c5cccc6[nH]c(Br)c(c56)CC4N(C)C3)(C(C)C)C(=O)N12 (stereo not given in full) | 62* | -0.7*
CS(=O)(=O)Nc1cccc(NC(=O)C2Cc3c(-c4cccc(C(N)=O)c4)ccnc3O2)c1 (stereo not given) | 1 | -11
COc1ccc(OC)c(C2N(c3ccccn3)C(=O)C3CCCN32)c1 (stereo not given) | 10 | -19
COc1cc(NC2c3ccccc3C(=O)N2c2cc(C)ccn2)cc(OC)c1OC (stereo not given) | -5 | -1
CCN(CC)S(=O)(=O)c1ccc(N2CCOCC2)c(NS(=O)(=O)c2ccc(OC)cc2)c1 | -5 | 11
O=S(=O)(NCc1ccccn1)c1ccc2c(c1)OCCO2 | -35 | -3
Nc1cc(S(=O)(=O)c2ccc(N3CCCCC3)c(N)c2)ccc1N1CCCCC1 | -20 | 17
COc1ccc(-c2cc(C(F)F)n3ncc(C(=O)NCC4CCCO4)c3n2)cc1 (stereo not given) | 28 | 32
N#Cc1c(-c2ccco2)cc(-c2ccc(F)cc2)nc1N | -1 | 11
More records:
SMILES | H9c2 TAG inh | H9c2 TAG inh DAPI viability
CCN(CC(=O)Nc1ccc(OC)cc1)C(=O)c1cccc(S(=O)(=O)N2CCN(c3ccccc3)CC2)c1 | 3 | -2
CCOCCCn1c(SCC(=O)Nc2ccc(OC)cc2)nc2ccccc2c1=O | 20 | -10
O=C(N/N=C/c1ccc(-c2ccccc2C(=O)O)o1)c1cccs1 | -1 | 3
CC1(C)Cc2nc(-c3ccccc3)nc(SCC(=O)N3CCCC3)c2CO1 | 11 | 3
Cc1ccc(Oc2ccc(OCC(=O)Nc3ccncc3)cc2)cc1 | -43 | 7
Cn1c(CO)nc2c3ccccc3ccc21 | -3 | 7
COc1ccc(NC(=O)C(CC(C)C)NC(=O)c2ccccc2C)cn1 (stereo not given) | -9 | -4
Cc1cccc(C)c1NC(=O)CN(C)CC(=O)N(C)CC(=O)Nc1ccccc1Br | -3 | -3
Cc1cc(C(=O)COC(=O)c2ccc(N)cc2)c(C)n1-c1c(C)n(C)n(-c2ccccc2)c1=O | 7 | 8
Cc1noc(C)c1NC(=O)N(C)C[C@H]1Oc2c(NC(=O)C3CCCCC3)cccc2C(=O)N([C@H](C)CO)C[C@@H]1C | -1 | -1
Cc1cccc(CC(=O)N2CCN=C2SCc2ccc([N+](=O)[O-])cc2)c1 | 16 | -10
COc1ccc(NS(=O)(=O)c2cccc(C(=O)NNC(=O)c3ccc(O)c(Cl)c3)c2)cc1 | 0 | 3
O=c1ccc(-c2nc3ccccc3n2Cc2ccccc2Cl)c[nH]1 | 13 | -7
COc1ccc(-c2c(C#N)c(N)nc3c2c(=O)n(C)c(=O)n3C)cc1 | -1 | 8
COC(=O)CCCCCc1ccc(C(C)=O)s1 | -11 | 4
O=C(Nc1ccc(F)cc1F)c1cc2n(n1)C(C(F)(F)F)C1CCCCC1N2 (stereo not given) | -17 | -3
Cc1ccc(N2C(=S)NC3c4ccccc4OC2(C)C3C(=O)N(C)C)cc1 (stereo not given) | -6 | 2
C=CCOc1ccc(CN(C)c2ccc(S(=O)(=O)N3CCN(C)CC3)cc2[N+](=O)[O-])cc1 | -28 | 13
COc1cc(NC(=O)CSc2ccc(-c3cccnc3)nn2)cc(OC)c1 | -11 | 8
CC(C)[N+]1(C)[C@@H]2CC[C@@H]1CC(OC(=O)C(CO)c1ccccc1)C2 (stereo not given in full) | -3 | 1

Laid out differently: results already given
SMILES: COc1cc(NC(=O)CSc2ccc(-c3cccnc3)nn2)cc(OC)c1
  H9c2 TAG inh = -11; H9c2 TAG inh DAPI viability = 8
SMILES: CC(C)[N+]1(C)[C@@H]2CC[C@@H]1CC(OC(=O)C(CO)c1ccccc1)C2 (stereo not given in full)
  H9c2 TAG inh = -3; H9c2 TAG inh DAPI viability = 1

(next part)
SMILES | H9c2 TAG inh | H9c2 TAG inh DAPI viability
CCN1CCCC1CNC(=O)c1cc(N)ccc1OC (stereo not given) | -6 | 1
CC(=O)NC(CC(=O)Nc1cc(Cl)ccc1-n1cncn1)c1ccccc1 (stereo not given) | -9 | 2
COc1cccc(C(=O)c2c(C)c(CCC#N)n3ccccc23)c1OC | -24 | -3
CSCCC(NS(=O)(=O)c1ccc2c(c1)OCCO2)C(=O)N(C)Cc1ccc(F)cc1 (stereo not given) | -3 | -3
CC(=O)Nc1ccc(/C(N=Nc2ccccc2)=N/N=C(N)N)cc1 | 0 | -12
COc1cc(-c2cc(C(=O)N3CCCCCC3)c3ccccc3n2)cc(OC)c1OC | 13 | 0
CC(C)(C)NS(=O)(=O)c1cnc(Cl)c(Cl)c1 | -7 | 3
CCOCCCNC(=O)c1ccccc1SC | 10 | -5
CNc1nc(SCC(=O)Nc2ccc(Cl)c(Cl)c2)nc(N2CCOCC2)n1 | 5 | -5
CN(C(=O)COC(=O)c1cc2ccccc2cc1O)c1ccccc1 | 7 | -5
CC(=O)c1cccc(NC(=O)/C=C/c2ccc(S(=O)(=O)N3CCOCC3)cc2)c1 | 23 | 6
O=C(CN1C(=O)C(=O)N(C2CCCC2)C1=O)Nc1ccc([N+](=O)[O-])cc1 | 6 | -1
C[C@H](CO)N1C[C@H](C)[C@@H](CN(C)C(=O)Nc2ccc(C(F)(F)F)cc2)Oc2ccc(NC(=O)Cc3ccccc3)cc2C1=O | -2 | -4
CC(=O)c1cccc(NC(=O)NN2CCN(C)CC2)c1 | 15 | 6

Molecules shown so far with a Cl atom (15):
SMILES | H9c2 TAG inh | H9c2 TAG inh DAPI viability
O=[N+]([O-])c1cc(Cl)cc(/C=N/n2cnnc2)c1O | -2 | 6
CC12CCC(C(=O)N(CSC(=S)N/N=C\c3ccccc3Cl)C1=O)C2(C)C (stereo not given) | -9 | 6
O=C(NC(c1ccc(Cl)cc1)c1ccsc1)C1CCN(Cc2cccc(Cl)c2)CC1 (stereo not given) | 2 | -3
CC1CC(N(C(=O)c2ccccc2Cl)c2ccccc2)c2ccccc2N1 (stereo not given) | -21 | -3
N#Cc1cc2c(nc1Cl)CCC2 | 9 | -8
Fc1cc(Cl)ccc1Nc1nc(NCc2ccccc2)nc2ccsc12 | 6 | 3
Clc1ccc(CSc2ncnc3nc[nH]c23)cc1 | -9 | 3
O=C1CCN(S(=O)(=O)c2ccc(Cl)cc2)CC1 | -10 | 5
COc1ccc(NC(=O)NCCc2cccc(Cl)c2)cc1OC | 3 | 2
CN(C)S(=O)(=O)c1ccc(NC(=O)N2CCN(c3ccccc3Cl)CC2)cc1 | 6 | -19
COc1ccc(NS(=O)(=O)c2cccc(C(=O)NNC(=O)c3ccc(O)c(Cl)c3)c2)cc1 | 0 | 3
O=c1ccc(-c2nc3ccccc3n2Cc2ccccc2Cl)c[nH]1 | 13 | -7
CC(=O)NC(CC(=O)Nc1cc(Cl)ccc1-n1cncn1)c1ccccc1 (stereo not given) | -9 | 2
CC(C)(C)NS(=O)(=O)c1cnc(Cl)c(Cl)c1 | -7 | 3
CNc1nc(SCC(=O)Nc2ccc(Cl)c(Cl)c2)nc(N2CCOCC2)n1 | 5 | -5

Source: PubChem BioAssay (Sanford-Burnham Center for Chemical Genomics)

An excerpt; the hit share may differ from the screen's.
